Screens from PubChem BioAssay.
GlmU inhibition = inhibition of mycobacterial GlmU enzyme – biochemical, glucosamine-1-phosphate acetyltransferase (AID 1376); M. tuberculosis GlmU acetyltransferase enzyme assay; higher % means a stronger effect; inhibition, %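 (tested at 30 µM in the primary screen)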, or IC50 in µM where a hit was titrated; 220,000 compounds, 0.25% hits; in the data active = inhibition above about 13%;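 also: 0% = complete reaction with vehicle and 100% = reaction without substrate; strong numbers were not always called active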
Mtb RmlCD inh = inhibitors of Mycobacterium tuberculosis RmlC and RmlD coupled enzymes. P9WH09+P9WH11. inhibition, % at 3.6 µM. RmlC+RmlD coupled enzyme assay, percent inhibition; primary screen in compound mixtures. 160,000 compounds, 0.03% hits; in the data active = inhibition mostly above about 34%, no sharp cut-off; also: some results filed as inactive read as strong as hits
Target sequence (P9WH09 whole entry, looked up): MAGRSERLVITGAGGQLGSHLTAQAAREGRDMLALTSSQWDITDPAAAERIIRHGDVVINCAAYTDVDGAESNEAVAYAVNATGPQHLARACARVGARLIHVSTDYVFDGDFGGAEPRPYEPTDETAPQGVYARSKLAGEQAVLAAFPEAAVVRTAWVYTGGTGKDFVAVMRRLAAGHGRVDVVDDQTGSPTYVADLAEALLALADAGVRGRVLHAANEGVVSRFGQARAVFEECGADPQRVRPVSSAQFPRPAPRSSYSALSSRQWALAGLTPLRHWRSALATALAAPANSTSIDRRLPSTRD
Target sequence (P9WH11 whole entry, looked up): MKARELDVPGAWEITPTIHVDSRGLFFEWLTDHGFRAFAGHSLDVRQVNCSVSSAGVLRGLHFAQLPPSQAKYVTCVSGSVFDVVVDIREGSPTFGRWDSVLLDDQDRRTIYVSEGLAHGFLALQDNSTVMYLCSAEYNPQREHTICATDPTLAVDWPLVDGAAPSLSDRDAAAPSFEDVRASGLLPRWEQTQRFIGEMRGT
Numbers without * were called inactive; / = not tested or not shown.

SMILES | GlmU inhibition | Mtb RmlCD inh
Cc1ccc(SCC(=O)Nc2ccc(N3CCN(C)CC3)c(F)c2)cc1 | / | 10.0
S=c1[nH]ccn1-c1ccc(Cl)cc1 | 3.3% | 13.0
O=C(O)c1ccc(NC(=S)NC(NC(=O)c2ccco2)C(Cl)(Cl)Cl)cc1 (stereo unspecified) | 2.8% | /
O=C(Nc1cc(Cl)ccn1)C1(c2ccccc2)CC1(Cl)Cl (stereo unspecified) | -1.6% | 4.4
CN(Cc1cn[nH]c1-c1ccc2c(c1)OCO2)C1CCOCC1 | 6.2% | 8.7
CN(C)CCCNC(CC(=O)Nc1cccc([N+](=O)[O-])c1)C(=O)O (stereo unspecified) | -4.4% | 3.1
COc1ccc(NC(=O)c2ccc(-c3ccccc3C(F)(F)F)o2)cc1 | -2.0% | /
COC(=O)CNC(c1ccccc1)c1cc(C)ccc1NC(=O)CNC(=O)OCc1ccccc1 (stereo unspecified) | 4.0% | -8.6
CCc1cc2c(NC(C(=O)O)C(C)C)ncnc2s1 (stereo unspecified) | -1.9% | 8.6
O=C(N/N=C/c1ccc(-c2cccc(C(F)(F)F)c2)o1)c1ccccc1O | -9.0% | 3.3
Clc1nc2ccccc2cc1-c1nnn(-c2ccccc2Br)n1 | -3.3% | /
CC(Sc1nnnn1-c1ccccc1)C(=O)Nc1ccccc1-c1ccccc1 (stereo unspecified) | -3.8% | /
O=C1/C(=C/Nc2cccc([N+](=O)[O-])c2)CCc2ccccc21 | 1.6% | -13.4
COc1cccc(NC(=S)N(CCN(C)C)C(C)c2cccnc2)c1 (stereo unspecified) | -11.1% | -0.9
CCOc1ccc2c(c1)C(N(CCN1CCOCC1)C(=S)Nc1ccccc1OC)CC(C)(C)O2 (stereo unspecified) | 0.1% | -10.8
OC(CCCN1CCC(O)(c2ccc(Cl)cc2)CC1)c1ccc(F)cc1 (stereo unspecified) | -4.3% | /
Cc1ccc(SCC2(O)CCN(C(=O)c3ccc(Cl)cc3)CC2)cc1 | 1.4% | /
CC(/C=N/NC(=O)Cc1cc(=O)[nH][nH]1)=C\c1ccccc1 | -0.2% | /
Cc1cccc(-c2c3c(=O)n(C)c(=O)n(C)c3c3cccnn23)c1 | -0.6% | 6.6
COc1ccc(-n2nc([N+](=O)[O-])c(=NCc3ccc4c(c3)OCO4)n2O)cc1 | 4.3% | -7.1
Cc1cccc(Nc2nc(-c3ccncc3)cs2)c1 | 0.4% | 4.8
COc1cc(/C=C2/C(=O)NN(c3cccc(F)c3)C2=O)ccc1OC(=O)c1ccco1 | 6.2% | -8.5
COc1cc(C2C3=C(CC(C)(C)CC3=O)Nc3c2c(=O)[nH]c(=O)n3Cc2ccccc2)ccc1O (stereo unspecified) | 2.3% | -21.6
CN(Cc1cc(=O)n2ccsc2n1)C1CCCCC1 | -2.6% | 6.5
CC1=CC(C)C2(CO)COC(c3cccnc3)C1C2C (stereo unspecified) | -1.4% | 14.0
CC(O)c1nc2ccccc2n1CCCCOc1ccccc1 (stereo unspecified) | 2.5% | 6.1
O=C(NCCC1=CCCCC1)C1CCCN(S(=O)(=O)c2cnc[nH]2)C1 (stereo unspecified) | -1.1% | -4.3
O=C(CCN1CCCC1)c1cccs1 | -1.0% | 10.2
COC(=O)C(Cc1ccc(OC(=O)c2ccc(C(F)(F)F)cc2)cc1)N1Cc2ccccc2C1=O (stereo unspecified) | 1.3% | 3.8
CCC(=O)Nc1nc2nc(C)cc(=O)n2[nH]1 | / | -0.4
O=C(NCc1ccco1)C1CCCN(S(=O)(=O)c2ccccc2)C1 (stereo unspecified) | -4.6% | 25.9
O=C(CSCc1ccccc1)N1CCN(c2cccc(C(F)(F)F)c2)CC1 | -3.0% | -14.1
COc1cc(C(=O)N/N=C\c2ccccc2)c([N+](=O)[O-])c(OC)c1OC | 0.5% | /
COc1ccc(NC(=O)COC(=O)[C@@H]2CCCN2S(=O)(=O)c2ccccc2F)c(OC)c1 | -0.7% | 9.8
Cc1ccc2nc(SCc3cn4c(C)cc(C)nc4n3)[nH]c2c1 | 3.4% | 9.4
COc1ccc(NC(=O)C2CCN(c3cc(-c4ccccc4)nc4ncnn34)CC2)cc1OC | -1.0% | -2.5
CCOc1ccc(-c2nnc(SCC(=O)Nc3cc(C)on3)o2)cc1 | -6.3% | 6.7
O=c1c2c(n3cnnc3n1-c1ccccc1)-c1ccccc1CC21CCCCC1 | 1.8% | -3.4
CC(Oc1cc(-c2ccccc2)cc2ccccc12)C(=O)N1CCOCC1 (stereo unspecified) | -3.7% | /
CC(C)Oc1ccc(Nc2ncnc3ccccc23)cc1 | -3.7% | 6.7

Retrieved by compound from the list above, 3 records:
SMILES | GlmU inhibition | Mtb RmlCD inh
COc1ccc(-n2nc([N+](=O)[O-])c(=NCc3ccc4c(c3)OCO4)n2O)cc1 | 4.3% | -7.1
CC(Sc1nnnn1-c1ccccc1)C(=O)Nc1ccccc1-c1ccccc1 (stereo unspecified) | -3.8% | /
O=C(N/N=C/c1ccc(-c2cccc(C(F)(F)F)c2)o1)c1ccccc1O | -9.0% | 3.3

Other entries:
SMILES | GlmU inhibition | Mtb RmlCD inh
O=C1NC2(CCOc3ccccc32)C(=O)N1CC(=O)N(Cc1ccccc1)C1CCS(=O)(=O)C1 (stereo unspecified) | -0.2% | -2.7
Cc1cc(SCC(=O)Nc2ccccc2)n2ncc(-c3ccccc3)c2n1 | 1.8% | 24.0
FC(F)(F)c1cc(-c2ccco2)nc(N2CCN(Cc3ccccc3)CC2)n1 | 0.7% | /
CC1(C)CN=C(Nc2ccc(F)c(Cl)c2)S1 | -2.5% | /
O=C(Nc1ccccc1)c1ccc(Br)o1 | -3.5% | /
O=C1c2cccnc2C(Nc2ccc(Br)cc2Br)N1Cc1cccs1 (stereo unspecified) | -5.6% | -8.2
COc1cc(C)nc(N2CCCC(C(=O)NC3CCC(C)CC3)C2)n1 (stereo unspecified) | -2.3% | /
Cc1ccccc1NC(=O)COC(=O)/C=C/c1cccc(C(F)(F)F)c1 | 2.7% | -7.2
O=C(NC1CCCC1)C(c1ccc(F)cc1)N(Cc1ccccc1Cl)C(=O)CCl (stereo unspecified) | 2.6% | -8.9
CCCOCCOC(=O)c1[nH]c2c(c1C)C(=O)CC(c1cc(OC)ccc1OC)C2 (stereo unspecified) | 0.9% | /
Cn1c(-c2ccc(F)cc2)cnc1NCc1cccc(F)c1 | -3.0% | /
Cc1cccc(N2CCN(C(=O)Cc3cn(C)c4ccccc34)CC2)c1C | -3.6% | 1.8
O=C(c1ccco1)N1CCN(c2ccc(F)cc2)CC1 | -3.5% | -2.5
Cc1ccc(S(=O)(=O)NCc2c(-c3ccccc3)c3cc(Cl)ccc3[nH]c2=O)cc1 | -7.0% | -1.9
Cc1ccc(/C=C/C(=O)c2c(C)cc(C)[nH]c2=O)cc1 | -0.8% | /
O=S(=O)(Nc1nc2ccccc2nc1-[n+]1cccc(N=C([O-])c2ccccc2Cl)c1)c1ccccc1 | 1.4% | 7.3
Cc1ccccc1Nc1c(-c2ccccn2)nc2c(C)cccn12 | 5.8% | 5.3
Cc1ccc(CN(C#N)c2nc(C)cc(C)n2)cc1 | 0.0% | -0.9
C=CCOc1nc(-c2ccccc2Cl)nc2ccccc12 | -2.1% | -10.8
c1cc(CSc2nnc(-c3ccc4c(c3)OCO4)o2)ccn1 | 1.2% | /
COc1ccc(C(=O)N[C@H]2COC(C)(C)O[C@H]2c2ccccc2)cc1 | 5.3% | 3.7
NS(=O)(=O)c1ccc(Nc2nc(-c3ccc4ccccc4c3)cs2)cc1 | 2.2% | /
Cc1ccc(N(C(=O)Cn2nnc(-c3ccccc3)n2)C(C(=O)NC2CCCCC2)c2ccccn2)cc1C (stereo unspecified) | 3.5% | 7.3
N#C/C(=C/c1cccc([N+](=O)[O-])c1)c1nnc2n1CCCCC2 | 4.2% | 4.5
Cc1cc(C)nc(N2CCCC(C(=O)NC(C)CCc3ccco3)C2)n1 (stereo unspecified) | 8.1% | 21.4
CNc1ccc(Br)cc(C(=O)/C=C/c2cc(OC)ccc2OC)c1=O | 9.5% | /
N#Cc1nc(COc2ccc(F)cc2)oc1NCCN1CCOCC1 | 2.5% | 7.8
CCN(C(=O)COc1ncnc2ccc(Br)cc12)C1CCS(=O)(=O)C1 (stereo unspecified) | -5.9% | /
Cc1ccc(NS(=O)(=O)c2ccc(-c3csc(C)n3)s2)c(C)c1 | 3.1% | 26.4
Cc1noc(C)c1COc1ccc2ccc(=O)oc2c1 | -6.5% | 14.1

Complete entries, looked up by structure. Screens in order: GlmU inhibition | Mtb RmlCD inh
`COc1ccc(NC(=O)COC(=O)[C@@H]2CCCN2S(=O)(=O)c2ccccc2F)c(OC)c1` as listed: -0.7% | 9.8
`O=C1NC2(CCOc3ccccc32)C(=O)N1CC(=O)N(Cc1ccccc1)C1CCS(=O)(=O)C1` (stereo unspecified) as listed: -0.2% | -2.7
`CCN(C(=O)COc1ncnc2ccc(Br)cc12)C1CCS(=O)(=O)C1` (stereo unspecified) as listed: -5.9% | /
`COc1cc(/C=C2/C(=O)NN(c3cccc(F)c3)C2=O)ccc1OC(=O)c1ccco1` as listed: 6.2% | -8.5
`COc1cc(C(=O)N/N=C\c2ccccc2)c([N+](=O)[O-])c(OC)c1OC` as listed: 0.5% | /

The list goes on.
SMILES | GlmU inhibition | Mtb RmlCD inh
NS(=O)(=O)c1ccc(CCNC(=O)c2cncc(Br)c2)cc1 | -0.9% | -7.7
CC(=NCCN1CCN(C(=S)Nc2ccccc2)CC1)C1=C(O)CC(C)(C)CC1=O | 0.6% | 5.5
CC(=O)[C@H]1[C@H](C#N)C[C@H]2[C@@H]3CC=C4C[C@@H](O)CC[C@]4(C)[C@H]3CC[C@@]21C | -1.7% | /
COc1cccc(-c2nc(CS(=O)(=O)CC(=O)Nc3c(C)cccc3C)c(C)o2)c1 | 3.4% | -11.5
Cc1csc(NC(=O)CSCC(=O)O)c1-c1nc2ccccc2s1 | 3.9% | 3.4
CC(=O)OC1(C(F)(F)F)Oc2ccccc2NC1=O (stereo unspecified) | 5.1% | 12.9
CC(C)(C)NC(=O)C(c1ccco1)N(C(=O)Cn1nnc(-c2ccc(F)cc2)n1)c1ccccc1F (stereo unspecified) | 5.2% | -1.3
Cc1ccc2[nH]c(C(F)(F)F)cc(=O)c2c1 | / | 11.1
O=C1/C(=C/c2ccc(O)c([N+](=O)[O-])c2)SC(=S)N1Cc1ccccc1 | -3.6% | -1.6
O=C(Nc1nnc(CCS(=O)(=O)c2ccc3ccccc3c2)s1)c1ccc([N+](=O)[O-])cc1 | -4.7% | -16.9

Compounds listed so far that have bromine, in the order listed:
SMILES | GlmU inhibition | Mtb RmlCD inh
Clc1nc2ccccc2cc1-c1nnn(-c2ccccc2Br)n1 | -3.3% | /
O=C(Nc1ccccc1)c1ccc(Br)o1 | -3.5% | /
O=C1c2cccnc2C(Nc2ccc(Br)cc2Br)N1Cc1cccs1 (stereo unspecified) | -5.6% | -8.2
CNc1ccc(Br)cc(C(=O)/C=C/c2cc(OC)ccc2OC)c1=O | 9.5% | /
CCN(C(=O)COc1ncnc2ccc(Br)cc12)C1CCS(=O)(=O)C1 (stereo unspecified) | -5.9% | /
NS(=O)(=O)c1ccc(CCNC(=O)c2cncc(Br)c2)cc1 | -0.9% | -7.7

(next part)
SMILES | GlmU inhibition | Mtb RmlCD inh
Cc1ccc(S(=O)(=O)N2CCCC(C(=O)NCc3ccccn3)C2)cc1 (stereo unspecified) | 2.6% | 0.8
CCN(CC)C(=O)C1CCCN(c2ccc([N+](=O)[O-])cc2/C=N/NC(=O)c2cccc(Br)c2)C1 (stereo unspecified) | -4.1% | -5.7
Cc1nc2nc[nH]n2c(=O)c1NC(=O)CCc1ccccc1 | 2.9% | -4.9
CC1(C)CC(=O)C2=C(C1)N(c1ccc(F)cc1)C(=O)NC2(C(F)(F)F)C(F)(F)F | -3.0% | 10.1
C=CCn1c(Cc2nc3ccccc3[nH]2)n[nH]c1=S | 3.4% | 22.4
COC(=O)C1=C(c2ccccc2)C[C@@H]2CC[C@H]1N2C(=O)NC(C)C | -5.6% | /
O=C1CC(C(=O)Nc2ccc(C(=O)N3CCOCC3)cc2)C2(CCCCC2)O1 (stereo unspecified) | 0.1% | 2.2
O=S(=O)(c1ccccc1C(F)(F)F)N1CCN(S(=O)(=O)c2ccccc2C(F)(F)F)CC1 | -1.8% | /
O=C(NCc1nc2ccccc2[nH]1)c1cccc(S(=O)(=O)N2CCCCC2)c1 | -1.5% | 9.0
CN(c1ccccc1)c1nc(N)c([N+](=O)[O-])c(N2CCCCCC2)n1 | 7.2% | /
CCN(C(=O)COC(=O)c1ccc2c(=O)n3c(nc2c1)CCC3)C1CCS(=O)(=O)C1 (stereo unspecified) | -0.8% | 14.0
Cc1ccc(C23CC4CC(CC(C(=O)N5CCOCC5)(C4)C2)C3)cc1 | -7.5% | -4.6
Cc1ccc(/C=N/NC(=O)C(O)c2ccccc2)o1 (stereo unspecified) | -5.7% | -12.3
O=C(CSc1nc(Nc2ccccc2)nc(N2CCOCC2)n1)N1CCCC1 | -0.1% | 6.3
Clc1cccc(CSc2nc3ccncc3[nH]2)c1 | -1.0% | /
COc1ccc(CN2C(=O)c3ccccc3C2C(=O)NC2CCCCCC2)c(OC)c1 (stereo unspecified) | -5.8% | -2.5
O=C(COC(=O)c1ccccc1NS(=O)(=O)c1cccs1)NCC12CC3CC(CC(C3)C1)C2 | 0.3% | -8.5
Cc1nc2ncnn2c(C)c1Cc1c(Cl)cccc1Cl | -2.3% | /
Cc1sc2ncn(CC(=O)NCCc3ccccc3)c(=O)c2c1C | -5.1% | /
COC(=O)c1sc(S(=O)(=O)NCc2cccs2)c(C(=O)OC)c1C | 4.8% | -3.7
CCc1nnc(NC(=O)CSc2nccn2-c2ccccc2)s1 | 4.8% | /
O=C(NCCCO)C(=O)NCc1ccncc1 | 0.9% | -8.2
NC(=O)N[C@@H](Cc1c[nH]c2ccccc12)C(=O)OCC(=O)N1CCCCC1 | 1.8% | 13.3
CCOc1ccc(NC(=S)NCCN2CCN(Cc3ccccc3)CC2)cc1 | -6.1% | 3.9
O/N=C/c1cc(Br)ccc1OCc1cccc(F)c1 | -0.4% | -5.9

An excerpt; count on the stated rates, not on these rows.
